Screening data (PubChem)
EphA4 KYL inhibition – inhibitors of EphA4 binding to KYL peptide, primary screen, biochemical, colorimetric, mouse EphA4 (AID 689); EphA4-AP binding to KYL peptide, pNPP A405; higher % means a stronger effect; Ephrin type-A receptor 4 (Mus musculus); inhibition, % at 10 µM, or IC50 in µM where a hit was titrated; actives 0.1% (n = 62,000); in the data active = a potency from the dose series; inactive = the rest, 99 in 100 with inhibition below about 22%
Active calls of the source: *; & = joins results of further samples.

canonical_smiles	EphA4 KYL inhibition
CN(c1ccc(OCC(=O)N2CCCCC2)cc1)S(=O)(=O)c1cccs1	-7%
CCc1c(C)sc(NC(=O)OC)c1C(=O)N1CCOCC1	-8%
COc1ccc(-c2ccc(SCC(=O)N3CCOCC3)nn2)cc1OC	3%
COCc1n[nH]c(=S)n1-c1cccc2ccccc12	3%
Cc1ccccc1Cn1nnc(C(=O)Nc2cccc(C)c2C)c1N	-5%
O=C(N/N=C/c1ccc(O)cc1)c1csc2ccccc12	-6%
CCOC(=O)c1cnc(-n2nc(C)cc2C)nc1NC1CCCCC1	4%
Cc1onc(-c2ccccc2Cl)c1C(=O)Nc1ccc(-n2nncc2-c2ccco2)cc1	-10%
CCC(OC(=O)c1cccs1)C(=O)NC1CCCCC1 (stereo not drawn)	-12%
CN1C(=O)CC(N2CCN(c3ncccn3)CC2)C1=O (stereo not drawn)	3%
CS(=O)(=O)N(Cc1ccccc1)c1ccccn1	17%
CC/C=C/C(=O)N1CC2(CC(c3cccc(NC(=O)c4ccccc4)c3)=NO2)C[C@@H]1C(N)=O (stereo partly drawn)	-8%
O=C(C1CC(=O)N(C2CCCC2)C1)N1CCN(c2ccccc2F)CC1 (stereo not drawn)	-4%
O=C(c1ccccc1-c1nc(-c2ccc(F)cc2)no1)N1CCCC1	-3%
COc1ccc(CC(=O)Nc2nc3n(n2)C(c2ccccc2)CC(=O)N3)cc1OC (stereo not drawn)	-1%
CCOC(=O)C1=C(C)NC2=C(C(=O)C(C(=O)OC)C(C)C2)C1c1ccc(OC)c(O)c1 (stereo not drawn)	-13%
Cc1cc(OC(=O)c2ccccc2Br)cc(=O)n1C	-8%
O=C(O)CCC(NC(=O)OCc1ccccc1)C(=O)O (stereo not drawn)	-16%
Cc1cc(OCC(=O)Nc2ccncc2)ccc1Br	6%
CC(C)OC(=O)CSc1nnc(-c2cnccn2)n1-c1ccc(Cl)cc1	3%
COc1ccc(OCc2ccc(-c3nc4ccccc4c(=O)n3N)o2)cc1	-14%
O=C(Nc1ccc(F)cc1)N1CCN(c2nc3ccccc3s2)CC1	-8%
COc1ccccc1C1CN(c2ccc(F)cc2F)N=C1c1cccs1 (stereo not drawn)	5%
c1ccc(COc2ccc(OCCCCN3CCCCC3)cc2)cc1	-8%

Another view of some results above:
COc1ccc(-c2ccc(SCC(=O)N3CCOCC3)nn2)cc1OC
  EphA4 KYL inhibition: 3%
Cc1cc(OCC(=O)Nc2ccncc2)ccc1Br
  EphA4 KYL inhibition: 6%
Cc1ccccc1Cn1nnc(C(=O)Nc2cccc(C)c2C)c1N
  EphA4 KYL inhibition: -5%

Next part.
canonical_smiles	EphA4 KYL inhibition
COc1ccc(C2C(=O)N(C3CCCCCC3)CC(=O)N2Cc2ccccc2)cc1OC (stereo not drawn)	-19%
ON=C1CCN(c2ncc(C(F)(F)F)cc2Cl)CC1	2%
O=P(OC1CCCCC1)(OC1CCCCC1)C(O)c1c(Cl)cccc1Cl (stereo not drawn)	-10%
CC(=O)Nc1ccc(S(=O)(=O)NCc2ccc3c(c2)cc(C)n3C)cc1	32%
COCCN(C(=O)CCC(=O)Nc1ccccn1)C(C(=O)NCCC(C)C)c1ccc(OC)cc1 (stereo not drawn)	-20%
CCC(C)(C)n1nnnc1CN1CCN(c2nc3cc(OC)ccc3cc2C#N)CC1	-4%
Cc1cc(C)c2cc(CN(CCO)Cc3nnnn3Cc3ccccc3)c(=O)[nH]c2c1	0%
CCC(C)[C@H](NC(=O)NCCCN1CCOCC1)C(=O)OC (stereo partly drawn)	-5%

Structures above with bromine, in the order listed:
canonical_smiles	EphA4 KYL inhibition
Cc1cc(OC(=O)c2ccccc2Br)cc(=O)n1C	-8%
Cc1cc(OCC(=O)Nc2ccncc2)ccc1Br	6%

(further entries)
canonical_smiles	EphA4 KYL inhibition
CCn1nc2cc(C(=O)NCC34CC5CC(CC(C5)C3)C4)ccc2c1OC	7%
COc1ccc(/C=C/C(=O)Nc2ccccc2C(=O)N2CCCC2)cc1	-2%
Nc1nnnn1/N=C/c1ccc(OCc2ccccc2)cc1	-3%
CCC(C)(C)n1nnnc1C(c1cccs1)N1CCc2ccccc21 (stereo not drawn)	-3%
O=C(CNC(=O)c1cccs1)NCC(=O)OCc1ccc(Cl)cc1Cl	-15%
Cc1cc(N(C)C)c(C#N)c(NCc2ccccc2)n1	-17%
CCOC(=O)N1CCN(CC(=O)Nc2cccc(Br)c2)CC1	0%
Cc1ccc(-c2ccc(/C=C3\C(=O)NN(c4ccccc4)C3=O)o2)c([N+](=O)[O-])c1	-6%
Cn1cnc2c1c(=O)n(Cc1ccccc1)c(=O)n2C	-2%
COc1cc(NC(=O)c2cc(-c3cccc(O)c3)on2)cc(OC)c1OC	-8%
CC12CC(NC(=O)N1CCc1ccccc1)c1ccccc1O2 (stereo not drawn)	0%
COC(=O)c1ccccc1N/C=C1\CCc2c(c(C)nn2-c2ccccn2)C1=O	-2%
CCCOc1ccccc1C1CC(=O)NC(C)=C1C(=O)OCC(C)C (stereo not drawn)	-16%
O=C(C1=C(O)C(=O)N(CCOCCO)C1c1cccs1)c1cccs1 (stereo not drawn)	7%
CC(C)(C)c1ccc(OCCn2ccccc2=O)cc1	-16%
O=C(c1ccccc1)c1cccn1CC(=O)N1CCN(C2CCCCC2)CC1	-13%
CC1Cc2cc(/C(O)=C3/C(=O)C(=O)N(CCCn4ccnc4)C3c3ccncc3)ccc2O1 (stereo not drawn)	-4%
O=C(Nc1nnc(SCc2c(Cl)cccc2Cl)s1)C1CCCO1 (stereo not drawn)	-2%
O=C(CN1CCCCCC1)NCCc1ccc(F)cc1	-8%
Nc1ccc(-c2nc3c(Cl)c(N)ccc3[nH]2)cc1	0%
O=C(NC1CCCC1)C1CCN(S(=O)(=O)N2CCCCC2)CC1	11%
CCN1CCN(Cc2ccc(NC(=O)CC3Oc4ccc(C)cc4NC3=O)cc2)CC1 (stereo not drawn)	-7%
O=C(CC1S/C(=N\N=C\c2ccccc2)NC1=O)Nc1ccccc1F (stereo not drawn)	-9%
O=C(O)C=C1CCN(c2ncc(C(F)(F)F)cc2Cl)CC1	-10%
CCOc1ccc(S(=O)(=O)NCCC(=O)NC2=NCCS2)cc1	-7%
O=C1C2CC=CCC2C(=O)N1CC(=O)N(Cc1ccccc1)C1CCS(=O)(=O)C1 (stereo not drawn)	-4%
O=C(NCC1CCCO1)c1ccc(NC(=O)C2C3C=CC(C3)C2C(=O)O)cc1 (stereo not drawn)	-10%
O=C(NN1C(=O)CSC1c1ccc(Br)cc1)c1ccccc1 (stereo not drawn)	-10%
Cn1c(CO)cnc1SCc1ccccc1	-1%
CCOc1cc(/C=N/NC(=O)Cc2ccc(C(F)(F)F)cc2[N+](=O)[O-])c(Br)cc1OC	-7%
COc1cc(C2c3c(oc4ccccc4c3=O)C(=O)N2Cc2ccncc2)ccc1O (stereo not drawn)	3%
O=C(CSc1nc2ccc(Br)cc2c(=O)n1-c1ccccc1)Nc1ccccc1[N+](=O)[O-]	16%

Three entries from above, ordered by the value under EphA4 KYL inhibition, high to low:
canonical_smiles	EphA4 KYL inhibition
ON=C1CCN(c2ncc(C(F)(F)F)cc2Cl)CC1	2%
O=C(Nc1ccc(F)cc1)N1CCN(c2nc3ccccc3s2)CC1	-8%
COCCN(C(=O)CCC(=O)Nc1ccccn1)C(C(=O)NCCC(C)C)c1ccc(OC)cc1 (stereo not drawn)	-20%

Carrying on:
canonical_smiles	EphA4 KYL inhibition
O=C(OCC(=O)N1CCc2ccccc21)c1ccc(Cl)nc1	-24%
Cc1cc(C(=O)N2CCN(c3ncccn3)CC2)c2cc(F)ccc2n1	-8%
O=C(O)c1ccc(Sc2nnnn2-c2ccccc2)c([N+](=O)[O-])c1	-6%
O=C1c2ccccc2C(=O)C1c1cccc2ccccc12	0%
COc1cc(/C=C/C(=O)O)cc(S(=O)(=O)NCCCC(=O)O)c1OC	-6%
COc1cccc(-n2c(Cc3cc(=O)[nH]c(=O)[nH]3)nnc2SC(C)C)c1	-3%
CCOC(=O)N1CCN(C(=O)c2ccc(OC)c(OC)c2)CC1	-14%
O=C(CN1C(=O)CCSc2ccccc21)Nc1ccc2c(c1)OCCO2	-10%
CCOc1ccc(N/C(SC)=C(/C#N)C(N)=O)cc1	-12%
CC(=O)Nc1nc2ccccc2n1CCN(C)C	-8%&-11%
Cc1ccc(C(=O)N/C(=C\c2sccc2C)C(=O)NCCCN2CCOCC2)cc1	2%
CC(C)c1ccc(CC(C)C2C3=C(CCCC3=O)OC3=C2C(=O)CCC3)cc1 (stereo not drawn)	23%
CC(=O)Nc1ccc(C(=O)OCc2ccc(Cl)cc2)cc1	-16%
O=C(CCc1ccc(S(=O)(=O)N2CCOCC2)cc1)Oc1ccccc1	-20%
COc1ccc(-c2c(N)nnc3c2[nH]c2ccccc23)cc1OC	4%
C=CCn1cc(-c2ccccc2)cc(C#N)c1=O	-3%
COc1nc(N)nc(CC(=O)C2CC2)n1	-15%
CC(C1CC1)N(C(=O)NC1CCS(=O)(=O)C1)c1ccccc1 (stereo not drawn)	-16%
O=C(CCCOc1ccc(Cl)cc1Cl)Nc1ccc([N+](=O)[O-])cc1	-4%
CCn1c(C(=O)N2CCC(C(=O)NCCCSC3CCCCC3)CC2)cc2sccc21	-1%
O=C(Nc1nc2ccccc2n1Cc1ccccc1)c1ccc(COc2ccccc2[N+](=O)[O-])o1	0%
COC(=O)C1CC(=O)N(c2ccccc2)C1 (stereo not drawn)	-4%
O=Cc1ccc(OC(=O)c2ccccc2I)cc1	11%
Cc1nc2ccccc2nc1SCC(=O)N1CCC(C)CC1	-16%
O=C(O)CN(CCc1ccccc1)S(=O)(=O)c1ccc(Br)cc1	0%
CCCCNC(=S)N(C)/N=C/c1ccccc1C(=O)O	-16%
COc1ccc(C2C(C(=O)OCC3CCCO3)=C(C)NC3=C2C(=O)CC(c2ccco2)C3)cc1O (stereo not drawn)	-14%
O=C(NCC1CCCO1)C1CCCN(c2ncccn2)C1 (stereo not drawn)	-3%
Clc1cccc(-c2nn3c(COc4ccccc4)nnc3s2)c1	-7%
Cc1ccc2c(c1)nnn2C1CCN(S(=O)(=O)c2ccc(C(=O)N(C)C3CCCCC3)cc2)CC1	-7%
COc1cc(C=C2C(=O)NC(=O)NC2=O)cc([N+](=O)[O-])c1O	-5%
COc1cc(C(=O)N2CCC(NC(=O)C(Cc3ccc(C(C)C)cc3)NC(C)=O)CC2)cc(OC)c1OC (stereo not drawn)	-6%
COc1ccc(C2=NOC(C(=O)NCc3ccc(F)cc3)C2)cc1 (stereo not drawn)	2%
O=C(N/N=C/c1cccnc1)c1ccco1	-9%
Cc1ccc(Cn2c(S(=O)(=O)O)nc3ccccc32)cc1	1%
CCOc1ccc2c(c1)c1nnc(SCC3CCCO3)nc1n2C (stereo not drawn)	-15%
COc1c(Cl)cc(-c2noc(C)c2C(=O)NCCc2ccc(C)cc2)cc1Cl	-8%
CCOc1ccc(-c2cc(NC(=O)Cn3ncc4c3-c3ccccc3OC4)on2)cc1OCC	4%
Cc1ccc2nc(Cc3ccc(N)cc3)oc2c1	3%
CN(C)c1nc2ccccc2c(N)c1-c1ccccc1	-3%
COC(=O)c1[nH]c2ccccc2c1NC(=O)CN1CCCCCC1	14%
Cc1cc(SCC(=O)N2CCCC2)nc2ccccc12	0%
CCS(=O)(=O)c1ccc(C(=O)Nc2cccc(Cl)c2)c(Cl)c1Cl	-3%
CCOC(=O)C(NC(=O)CC)(Nc1sc2c(c1C(=O)OC)CCN(C)C2)C(F)(F)F (stereo not drawn)	-11%
COc1ccc(/C=N/NC(=O)c2ccccc2O)cc1Cn1cc(Cl)cn1	-2%
Cc1cc(N2CCOCC2)ncc1[N+](=O)[O-]	-6%
CCc1ccc2[nH]c(=O)c(C3C(C#N)=C(N)Oc4c3ccc3cccnc43)cc2c1 (stereo not drawn)	3%
Cc1ccccc1SCc1noc(C(=O)NC(C)C)c1C(=O)O	-4%
CC(Oc1ccc(Cl)cc1Cl)C(=O)Nc1ncccn1 (stereo not drawn)	3%
CCc1noc(N)c1C(=O)Nc1ccc(F)c(Cl)c1	3%
O=C(COc1ccc(/C=N/NS(=O)(=O)c2ccccc2)cc1)Nc1ccccc1	8%
CCOC(=O)c1[nH]c2ccccc2c1NC(=O)CC	-7%
Cc1ccc(-c2noc(-c3ccccc3C(=O)N3CCN(C)CC3)n2)cc1	4%
O=c1c2ccccc2ncn1CCCOc1ccccc1[N+](=O)[O-]	-5%
Cc1cc(NC(=O)CSc2nc3ccccc3c(=O)n2Cc2ccccc2)no1	-2%
O=C(Nc1ncccn1)c1cccs1	-8%

Next section
canonical_smiles	EphA4 KYL inhibition
Cc1ccnc(SCCn2c(Br)nc3c2c(=O)[nH]c(=O)n3C)n1	-19%
CCN(CC)CCCNC(=O)c1sc2nc(-c3ccc(F)cc3)cn2c1C	-4%
O=C(N/N=C/c1ccc(OC2CSC2)cc1)c1ccccc1	1%
CCOC(=O)c1sc(=S)n(-c2ccccc2)c1SC	1%
O=S(=O)(CCN1CCN(C(c2ccccc2)c2ccccc2)CC1)C(F)(F)F	-4%
COc1ccc2nc(NC(=O)CSc3nnc4n3C(C)(C)Cc3ccccc3-4)sc2c1	4%
O=c1[nH]c2ccccc2n2c(-c3ccncc3)nnc12	-10%
CC1=C(C(=O)Nc2cccnc2)C(c2ccccn2)n2nnnc2N1 (stereo not drawn)	4%
CS(=O)(=O)N(CC(=O)NCc1cccnc1)c1ccc(Cl)cc1	7%
CC1CCN(CCCNC(=O)C2CCN(S(=O)(=O)N3CCCCC3)CC2)CC1	-6%

Not all compounds are listed. The share of hits here may be higher or lower than overall.
